# Bioassay records: PubChem BioAssay, Sanford-Burnham Center for Chemical Genomics
# UPR XBP1 act: activators of adaptive XBP1 UPR arm, primary screen, cell-based, CHO-XBP1 luciferase reporter, luminescence, uHTS | IRE1-XBP1 UPR activation; percent of tunicamycin response, DMSO as zero | activation, % at 20 µM | 330,000 tested, 0.33% active | AID 463104, 2010;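 active = versus positive control, 20 µM dose yields 30% or more activation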;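 also: 100% = tunicamycin at 10 µg/mL and 0% = DMSO only wells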
#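 Material: CHO-XBP1 cells stably carrying IRE1-XBP1-driven luciferase reporter | Medium: F12 with 10% serum | Compound dosing: 20 µM single concentration, DMSO 1% | Incubation: Overnight seeding at 37 °C, 6 h compound treatment at 37 °C | Detection: Steady-Glo luminescence read | Read-out basis: % activation of reporter signal versus tunicamycin and DMSO controls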
# APJ antagonist: antagonists of human apelin receptor APJ, primary screen, CHO-K1 cells, beta-arrestin complementation, luminescence | 330,000 tested, 0.32% active | P35414 | AID 2521, 2010 | inhibition, % at 20 µM;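 active = inhibition above about 40% at 20 µM, limit read from the data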;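 also: cells challenged with 10 nM apelin-13 agonist together with compound; plate controls were apelin-13 plus DMSO wells for no effect and DMSO wells lacking apelin-13 for full effect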
# Target sequence (P35414 whole entry, looked up): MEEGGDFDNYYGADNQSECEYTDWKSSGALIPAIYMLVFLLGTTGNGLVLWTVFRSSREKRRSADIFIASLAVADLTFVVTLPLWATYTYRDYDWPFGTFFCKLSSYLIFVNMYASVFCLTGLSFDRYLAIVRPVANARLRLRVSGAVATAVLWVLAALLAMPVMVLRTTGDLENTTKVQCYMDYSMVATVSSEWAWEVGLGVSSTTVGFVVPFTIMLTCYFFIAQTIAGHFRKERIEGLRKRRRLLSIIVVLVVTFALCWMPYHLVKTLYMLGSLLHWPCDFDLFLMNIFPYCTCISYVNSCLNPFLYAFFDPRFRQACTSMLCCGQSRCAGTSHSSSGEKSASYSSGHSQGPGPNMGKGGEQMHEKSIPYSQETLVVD
# 697 NFkB inh: inhibitors of PMA/ionomycin-induced NF-kB reporter, 697 cells, primary screen, B-cell NF-kB inhibitor project, cell-based, luminescence, uHTS | 330,000 tested, 0.33% active | inhibition, % at 4 µM | 697 B-cell NF-kB luciferase reporter, 16 h | AID 435022, 2010; in the data active = inhibition above about 35%
# Mdm2-MdmX inh: inhibitors of human Mdm2-MdmX association, primary screen, cell-based, luminescence, split luciferase, SaOS-2, uHTS. 330,000 tested, 3% active. SaOS-2 split-luciferase Mdm2/MdmX complementation. Protein Mdm4 (Homo sapiens) + E3 ubiquitin-protein ligase Mdm2 (Homo sapiens), …. inhibition, % at 8 µM;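 active = inhibition of at least 50% at 8 µM in the primary screen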
# Jurkat NFkB inh: inhibitors of induced NF-kB luciferase reporter, primary screen, TCR NF-kB activation inhibitor project, cell-based, luminescence, uHTS | 330,000 tested, 0.53% active | Jurkat, PMA/ionomycin-induced NF-kB luciferase reporter | AID 435003, 2010 | inhibition, % at 4 µM; in the data active = inhibition above about 50%
# CHOP UPR activ: activators of apoptotic CHOP UPR arm, primary screen, cell-based, CHO-CHOP luciferase reporter, luminescence, uHTS; UPR activation; percent of tunicamycin response over DMSO baseline; activation, % at 10 µM; 330,000 tested, 0.34% active; AID 449763, 2010;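 active = at 10 µM dose, activation of 40% or more, normalized to positive control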;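 also: 100% = tunicamycin at 10 µg/mL and 0% = DMSO alone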
#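 System: CHO CHOP reporter cells. Amount: 500 cells per well. Buffer or medium: F12 medium, 10% FBS. Compound dosing: one dose, 10 µM in 0.5% DMSO. Incubation: 6 h compound exposure at 37 °C after overnight seeding. Technique: Steady-Glo luciferase luminescence. Benchmarks: tunicamycin and DMSO controls.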
# tim23-1 inh: growth inhibitors of tim23-1 mutant yeast, primary screen, luminescence, uHTS; 330,000 tested, 1.3% active; S. cerevisiae tim23-1 growth, BacTiter-Glo luminescence, 24 h; inhibition, % at 20 µM; AID 463212, 2010;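 active = growth inhibition of the mutant yeast at or above 50%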;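 also: temperature-sensitive mutant grown at 25 °C; plate controls were DMSO-treated mutant yeast for no effect and medium wells lacking yeast for full effect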
# APJ agonist: agonists of human apelin receptor APJ, primary screen, CHO-K1 cells, PathHunter beta-arrestin, luminescence | P35414 | 0% DMSO wells, 100% apelin | 330,000 tested, 0.11% active | AID 2520, 2010 | activation, % at 20 µM;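 active = activation more than six SD over the plate average, tested at 20 µM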;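 also: 0% = DMSO alone and 100% = apelin-13 at 10 nM; some results filed as inactive read as strong as hits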
#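 Test system – PathHunter CHO-K1 APJ (AGTRL-1) beta-arrestin reporter cells · Input – 1000 cells/well · Compound – single test compound dose, 20 µM final, 1% DMSO · Times – compound stimulation 90 min at 25 °C, detection 60 min · Technique – beta-gal luminescence · Read-out basis – APJ–arrestin association signal · Control set – negative DMSO alone, positive Apelin-13 at 10 nM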
# The depositor's hits bear a star; / = no result given.
SMILES,UPR XBP1 act,APJ antagonist,697 NFkB inh,Mdm2-MdmX inh,Jurkat NFkB inh,CHOP UPR activ,tim23-1 inh,APJ agonist
Cc1ccc(C)c(NC(=O)COC(=O)CSc2ccccc2)c1,0,10,-28,-42,-2,-0.4,18,-2
Cc1ccc(CNC(=O)CSc2nnc(CNC(=O)c3ccccc3)o2)cc1,0,-23,-29,-4,-9,1.2,8,-1
CCOCCc1nnc(NC(=O)CCc2ccccc2)s1,-5,-25,-4,-21,-29,0.3,27,-2
NC(=S)Nc1cnc2ccccc2c1,5,2,-7,17,-5,1.1,3,-3
CCN1CCCC1CNC(=O)COc1cc(=O)n(C)c2ccccc12 (configuration not stated),0,20,12,6,3,0.3,5,-1
S=c1[nH]nc(-c2cccnc2)n1-c1ccccc1,-2,6,0,-4,-7,-0.9,-16,-3
COc1ccc(-c2cc(C(F)(F)F)nc(N3CCN(C)CC3)n2)cc1OC,3,-26,-10,17,-9,1.9,0,4
CC1CCCC(C)N1c1nnc(N)s1 (configuration not stated),-1,-28,-10,23,16,-1.5,13,-4
Cc1ccc(S(=O)(=O)CCC(=O)OCC(=O)NC(C)c2ccc(F)cc2)cc1 (configuration not stated),2,3,21,20,-1,0.3,19,-1
O=C(NCCc1ccccc1)c1ccc2c(c1)S(=O)(=O)N=C1CCCCCN12,1,1,4,-19,-17,-1.0,-14,-3
CCCCC(CC)CNC(=O)Cn1c(=O)[nH]c2ccsc2c1=O (configuration not stated),-2,-13,19,24,11,0.7,-4,-2
C=CCOc1ccc(/C=C/C(=O)OCC(=O)N(C)CC(=O)Nc2ccc(F)cc2)cc1,0,-4,-24,8,19,3.0,17,9
COc1cc(CC(=O)OCC(=O)Nc2cc([N+](=O)[O-])ccc2F)cc(OC)c1OC,-4,-18,15,-25,-19,1.7,13,1
O=C(Cc1cccs1)Nc1nc(-c2ccc(F)c(F)c2)cs1,9,-3,9,15,12,2.5,20,6
NC(=S)N/N=C/c1c(O)ccc2ccccc12,-5,14,-18,50*,13,-1.5,9,-1

# Ordered by heavy-atom count (ascending): part of the list above.
SMILES,UPR XBP1 act,APJ antagonist,697 NFkB inh,Mdm2-MdmX inh,Jurkat NFkB inh,CHOP UPR activ,tim23-1 inh,APJ agonist
S=c1[nH]nc(-c2cccnc2)n1-c1ccccc1,-2,6,0,-4,-7,-0.9,-16,-3
O=C(Cc1cccs1)Nc1nc(-c2ccc(F)c(F)c2)cs1,9,-3,9,15,12,2.5,20,6
CCN1CCCC1CNC(=O)COc1cc(=O)n(C)c2ccccc12 (configuration not stated),0,20,12,6,3,0.3,5,-1

# Following part:
SMILES,UPR XBP1 act,APJ antagonist,697 NFkB inh,Mdm2-MdmX inh,Jurkat NFkB inh,CHOP UPR activ,tim23-1 inh,APJ agonist
CC(C)c1ccc(S(=O)(=O)N2CCN(CC(O)CN3CCOCC3)CC2)cc1 (configuration not stated),-3,0,-3,15,-15,1.2,-7,-2
N#C/C(=C\c1ccc([N+](=O)[O-])cc1)c1nc(C2CC2)cs1,4,-77,-36,-42,-33,6.3,21,6
Cc1ccc(C(=O)c2coc3c2C(=O)C(=O)c2ccccc2-3)cc1,6,-13,-58,-72,-61,7.8,85*,4
COc1cccc(CNc2cc(CSc3ccc(Cl)cc3)nc(C)n2)c1,-3,12,-1,8,9,0.3,31,-3
CCN(CC)C(=O)c1[nH]cnc1C(=O)N[C@@H](Cc1ccccc1)C(=O)OCc1ccccc1,2,12,12,-20,0,1.7,26,1
Cc1cccc(C)c1NC(=O)CNC(=O)c1ccc2nc[nH]c2c1,-1,1,-12,-9,-2,3.3,2,3
Cc1ccc(S(=O)(=O)N2CCCC2C(=O)NCc2ccccc2Cl)cc1 (configuration not stated),-4,-7,0,3,5,-0.9,30,-4
O=C1NCC(O)=C1C=Nc1ccccc1O,-2,-26,-8,-30,5,-0.3,-15,-1
CC(C)CC(=O)Nc1ccnn1C1CCN(C(=O)c2ccc(F)cc2Cl)CC1,-6,12,15,7,5,1.3,-6,1
Cc1ccc(-c2cn(CCC(=O)O)c(-c3ccc(Cl)nc3)n2)cc1,-1,9,15,1,15,0.2,5,-3
COc1ccc(CCn2c(=S)[nH]c3cc(C(=O)NCc4ccco4)ccc3c2=O)cc1OC,62*,5,-25,13,1,5.1,7,2
Fc1ccc(COc2ccc3ccccc3c2CNc2nn[nH]n2)cc1,-4,9,3,34,-3,2.0,-3,-4
Cc1cc(C)n(-c2nc3ccccc3c(=O)n2OCC#N)n1,6,36,-53,66*,-4,15,-26,-7
CCC(=O)Nc1nnc(SCC(=O)NC2CCCC2)s1,-4,8,6,27,4,-0.7,-2,0
CC(C)COc1ccc(/C=C2/Sc3ccccc3C2=O)cc1,2,-10,-69,-31,-10,3.4,15,7
COc1ccccc1N1CCN(/N=C/c2cccc(O)c2)CC1,2,-9,-52,-21,-59,2.6,22,-2
N#CC1(NC(=O)CN2CCc3ccccc3C2)CCCC1,-1,13,-6,-5,-8,-0.8,19,-1
CCNC(=S)N1CCC(n2cnc3ccccc32)CC1,0,0,-11,19,-4,0.2,-2,0
CCCc1ccc(OCC(O)CN2CCN(c3ccccn3)CC2)cc1 (configuration not stated),-2,15,4,9,-4,0.1,-46,-1
Cc1ccc(S(=O)(=O)N2CCN=C2SC(C)c2ccccc2)cc1 (configuration not stated),-3,-3,-13,16,27,-4.5,19,-3
N#Cc1nc(COc2cccc(Cl)c2)oc1NCc1ccncc1,6,6,-30,16,4,3.6,12,4
O=C1CC(C(=O)Nc2ccc(Cl)cc2)S/C(=N\N=C\c2ccco2)N1 (configuration not stated),-4,-15,25,30,-2,-2.7,-3,1
COc1cccc(NC(=S)NNC(=O)c2ccccc2OC(F)F)c1,0,19,11,-9,-3,0.9,15,-8
CCO[C@H]1OC(C(=O)N2CCN(Cc3ccccc3)CC2)=C[C@@H](c2ccc(C(F)(F)F)cc2)[C@@H]1CCCO,-5,18,18,31,10,0.0,5,3
O=C(c1ccc(S(=O)(=O)Nc2ccccc2F)cc1)N1CCCC1,-1,-1,15,16,1,-0.6,9,-5
CCc1nnc(NC(=O)c2cc3ccccc3oc2=O)s1,7,-1,4,-2,1,0.7,-27,0
COc1ccc(C(CCN(Cc2ccc(OC)c(OC)c2)C(C)=O)c2ccccc2)cc1 (configuration not stated),-3,11,-18,18,8,-3.5,-5,-6
COc1ccc(C(C(=O)NC2CCCC2)N(C(=O)c2snc(-c3ccc(F)cc3)c2N)c2cccc(F)c2)cc1 (configuration not stated),37*,-3,0,62*,-3,14,-38,-3
S=C(NCCC1=CCCCC1)Nc1ccc(Cl)cc1,-1,-3,-28,8,-27,4.5,2,-1
Cn1nnnc1SCC(=O)Nc1ccccc1C(=O)NC1CC1,-1,37,11,6,5,-1.5,-1,-3

# 2 entries picked at random from those above:
SMILES,UPR XBP1 act,APJ antagonist,697 NFkB inh,Mdm2-MdmX inh,Jurkat NFkB inh,CHOP UPR activ,tim23-1 inh,APJ agonist
COc1ccc(C(CCN(Cc2ccc(OC)c(OC)c2)C(C)=O)c2ccccc2)cc1 (configuration not stated),-3,11,-18,18,8,-3.5,-5,-6
O=C1CC(C(=O)Nc2ccc(Cl)cc2)S/C(=N\N=C\c2ccco2)N1 (configuration not stated),-4,-15,25,30,-2,-2.7,-3,1

# (listing goes on)
SMILES,UPR XBP1 act,APJ antagonist,697 NFkB inh,Mdm2-MdmX inh,Jurkat NFkB inh,CHOP UPR activ,tim23-1 inh,APJ agonist
COc1ccc(/C=C/C(=O)Nc2cccnc2)cc1OC,2,-4,4,-5,-14,3.1,11,-2
COc1ccc(C2=NN(C(=O)CSc3ncccn3)C(c3ccc(C)cc3)C2)cc1 (configuration not stated),-2,-7,-8,16,0,-0.7,31,2
O=C(COC(=O)c1nc(Cl)ccc1Cl)NC1CCCCC1,-3,-8,-7,-6,-9,2.0,13,-2
CCCNc1nc(C)c(C(C)=O)cc1C#N,0,10,5,-1,11,1.1,4,3
CCCNC(=O)C(Cc1ccccc1C)NC(=O)c1ccc(C(F)(F)F)cc1 (configuration not stated),4,5,7,8,2,0.4,8,-1
Cc1ccccc1OCC(=O)NCCS(=O)(=O)N1CCN(c2ccc(F)cc2)CC1,-4,-8,11,3,-3,-1.7,12,-2
CC(C)CCN1C(=O)c2ccc(C(=O)OCC(=O)N(C)C3CCS(=O)(=O)C3)cc2C1=O (configuration not stated),-3,4,14,8,5,-0.8,6,-2
CCOC(=O)c1c(C)[nH]c(C(C)=NNC(=O)Cn2nc(C)cc2C)c1C,0,10,5,-5,3,1.6,1,-1
O=C(Nc1ccc(CN2CCOCC2)cc1)c1cccc(-c2cc3ccccc3oc2=O)c1,0,6,-27,-24,8,-1.7,18,1
COc1ccc2[nH]c3c(c2c1)CCN1C(=O)C(CC(=O)NC/C=C(\C)CCC=C(C)C)C[C@H](C(=O)N(C(C)C)C(C)C)[C@@]31C (some centres not stated),33*,/,5,84*,/,5.4,34,/
COc1ccc(NS(=O)(=O)c2ccc(C)c(C(=O)NC3CCN(Cc4ccccc4)CC3)c2)cc1,-3,8,-28,10,0,2.1,-4,-3
S=C(NCC1CCCO1)Nc1ccc(Cl)cc1 (configuration not stated),2,4,-34,-34,-15,2.0,9,-1
Cc1cccc(NC(=O)CSc2nc3ccc(NC(=O)CSc4nnnn4-c4ccccc4)cc3s2)c1C,-5,3,17,59*,1,4.7,-4,-3
CCC(C)[C@H](NC(=O)NCc1ccco1)C(=O)O (some centres not stated),6,-5,22,28,7,-0.7,-2,-4
Cc1ccc(NC(=O)/C(C#N)=C/c2ccsc2)c(C)c1,5,-18,-37,-20,-20,6.0,15,1
CC(NCCN(C)C)C(=O)C12CC3CC(CC(C3)C1)C2 (configuration not stated),-1,-3,14,17,-4,1.4,6,-3
O=C(/C=C/c1ccco1)OCc1nnc(-c2ccccc2)o1,0,11,15,2,7,-0.6,9,-3
O=S(=O)(c1ccc(Cl)cc1)N1CCC2(CC1)OCCO2,-1,-9,9,-3,17,0.2,8,1
CCOc1c(Cl)cc(C(=O)Nc2cccc(C(=O)O)c2)cc1Cl,-3,23,-85,-65,-37,1.1,8,-2
COc1cc(-c2nc3c(c(C)nn3-c3ccccc3)c3cc(OC)c(OC)cc23)ccc1O,13,-8,-5,40,-22,2.7,9,6
COc1cc(NS(=O)(=O)c2ccc(NC(=O)/C=C/c3cccc([N+](=O)[O-])c3)cc2)ncn1,-3,-6,1,9,-7,-0.1,-3,-2
CC(=O)Cn1ncc(N2CCOCC2)cc1=O,-2,2,2,-1,13,-0.2,4,-2
Cc1ccccc1NC(=O)c1ccccc1NS(=O)(=O)c1cccc2cccnc12,3,9,8,11,-3,0.4,12,1
CC1(C)CC(=O)c2c(O)cc(OCc3ccc([N+](=O)[O-])cc3)cc2O1,2,4,-105,-24,-116,3.3,11,-3
CCn1c(=O)n(CC)c2cc(N3CCCC3)c(NC(=O)c3ccccc3F)cc21,5,18,-10,11,6,-1.6,32,-3
Cc1ccc2nc3c(cc2c1)c(NC(=O)c1cccnc1)nn3C,5,5,-2,12,-15,6.9,27,-1
COc1ccc(N(C)C(=O)CC2(CC(=O)O)CCCCC2)cc1,-5,8,-2,-8,12,-1.6,19,-1
